ATXN2 expr inh – ATXN2 expression inhibition. HEK-293 ATXN2-luciferase reporter, luminescence, 24 h. Potency, µM (highest dose often 57 µM), without a hit: at the top dose activity change, negative = inhibition, hits mostly inhibitors. hit rate 0.72% among 360,000; also: % is scaled to controls: 0 for no effect and ±100 for the full control effect; nearly all actives have a fitted effect of over 55% in size
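ATXN2-luciferase reporter cells (luciferase flanked by upstream and downstream ATXN2 gene portions) were treated 24 h at 37 °C with compounds at up to 57 uM. SteadyGlo luminescence gave expression; GF-AFC fluorescence gave viability.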
MCF10A rerep – inducers of DNA re-replication in MCF 10A breast cells. MCF 10A DNA re-replication, Hoechst nuclear intensity, 48 h. Potency, µM (titrated, usually from 46.1 µM), inactives show top-dose activity, positive = re-replication, hits mostly activators. hit rate 2.9% among 350,000; also: % of control where 0% means no effect; nearly all actives have a fitted effect of over 50% in size
A549 tox – kills or reduces viability of A549 cells in Nrf2 counter-screen | Potency, µM (highest dose often 46 µM), for the others: top-dose activity change, negative = cytotoxicity, actives largely listed as inhibitors | A549 ARE-Fluc cells, CellTiter-Fluor viability, 18-24 h | hit rate 0.16% among 390,000; also: % is scaled to controls: 0 for no effect and ±100 for the full control effect
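Cytotoxicity counterscreen: CellTiter-Fluor fluorescence was measured in A549 ARE_Fluc cells after 18-24 h of compound exposure in a concentration series. The subsequent BugLite luminescent read reports ARE-luciferase activity.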
TGFb SMAD3 inh – blocks TGF-b signaling; Potency, µM (top dose mostly 46.1 µM), inactives show at the highest dose activity, negative = inhibition, most hits filed as inhibitors; hit rate 1.2% among 410,000; AID 588855; HepG2 CAGA-GFP TGF-b/SMAD3 reporter, GFP fluorescence, 18 h; TGF-beta stimulated, 500 pg/mL final; also: % is scaled to controls: 0 for no effect and ±100 for the full control effect; nearly all actives have a fitted effect of over 65% in size
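Inhibition of TGF-beta-driven CAGA-GFP reporter expression in HEPG2 cells is measured by cellular GFP fluorescence after 18 h stimulation with 500 pg/mL recombinant TGF-beta in 1% FBS medium at 37 degrees C.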
Nrf2 ARE act – activators of Nrf2 (ARE) signaling | AREc32 ARE-luciferase reporter (MCF7-derived line), luminescence, 24 h | Potency, µM (series often up to 46.1 µM), for the others: at the highest dose activation, usual class: activators | hit rate 0.31% among 410,000 | AID 624171; also: % of control where 0% means no effect; nearly all actives have a fitted effect of over 65% in size
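Luminescent ARE reporter assay in AREc32_Fluc cells: overnight plating at 37 deg C, 24 hr compound incubation, Steady-Glo added, 30 min RT before reading.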
S2 tox – cell viability loss in ATXN counter-screen; S2 cells (HEK-293 line with an ATXN2-luciferase reporter) viability, CellTiter-Fluor protease fluorescence, 24 h; Potency, µM (titrated, usually from 56.7 µM), usual class: cytotoxic; hit rate 0.49% among 400,000; AID 651635; also: nearly all actives have a fitted effect of over 40% in size
HepG2 tox – counter-screen for TGF-b inhibitors: cytotoxicity in HepG2 cells; Potency, µM (top dose mostly 46.1 µM), for the others: at the highest dose activity change, negative = cytotoxicity, actives largely listed as cytotoxic; hit rate 0.76% among 410,000; HepG2 CAGA-GFP viability, ATP luminescence, 18 h; also: some results filed as inactive show a strong effect at the top dose
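CellTiter-Glo luminescence gave cytotoxicity after 18 hours at 37 degrees C. The cells were HepG2 CAGA-GFP in 1% FBS DMEM, stimulated with 500 pg/mL TGF-beta after compound addition. %Activity was normalised to no-cell wells (complete cell-killing) and DMSO (no toxicity), and curves were fitted and classified.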
Nrf2 inh – Nrf2 pathway inhibition; A549 ARE-Fluc reporter, luciferase luminescence, 18-24 h; Potency, µM (doses to about 46 µM), without a hit: top-dose activity change, negative = inhibition, actives largely listed as inhibitors; hit rate 2.1% among 360,000; AID 504444; also: % is scaled to controls: 0 for no effect and ±100 for the full control effect; nearly all actives have a fitted effect of over 60% in size
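In this cell-based qHTS, ARE-driven firefly luciferase in A549 cells reports Nrf2 activity; the luminescent signal after BugLite lysis is the measured value, with a prior CellTiter-Fluor read for cell health.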
EPAC2 antagonist – EPAC2 (human) antagonism; Potency, µM (titrated, usually from 114 µM), for inactives: at the highest dose activity, negative = inhibition, hits mostly inhibitors; hit rate 0.18% among 360,000; Q8WZA2; EPAC2 GEF exchange of Rap1B-BODIPY-GDP, fluorescence; also: % is scaled to controls: 0 for no effect and ±100 for the full control effect; nearly all actives have a fitted effect of over 45% in size; many of its hits are not listed in these tables
Target sequence (Q8WZA2 whole entry, looked up): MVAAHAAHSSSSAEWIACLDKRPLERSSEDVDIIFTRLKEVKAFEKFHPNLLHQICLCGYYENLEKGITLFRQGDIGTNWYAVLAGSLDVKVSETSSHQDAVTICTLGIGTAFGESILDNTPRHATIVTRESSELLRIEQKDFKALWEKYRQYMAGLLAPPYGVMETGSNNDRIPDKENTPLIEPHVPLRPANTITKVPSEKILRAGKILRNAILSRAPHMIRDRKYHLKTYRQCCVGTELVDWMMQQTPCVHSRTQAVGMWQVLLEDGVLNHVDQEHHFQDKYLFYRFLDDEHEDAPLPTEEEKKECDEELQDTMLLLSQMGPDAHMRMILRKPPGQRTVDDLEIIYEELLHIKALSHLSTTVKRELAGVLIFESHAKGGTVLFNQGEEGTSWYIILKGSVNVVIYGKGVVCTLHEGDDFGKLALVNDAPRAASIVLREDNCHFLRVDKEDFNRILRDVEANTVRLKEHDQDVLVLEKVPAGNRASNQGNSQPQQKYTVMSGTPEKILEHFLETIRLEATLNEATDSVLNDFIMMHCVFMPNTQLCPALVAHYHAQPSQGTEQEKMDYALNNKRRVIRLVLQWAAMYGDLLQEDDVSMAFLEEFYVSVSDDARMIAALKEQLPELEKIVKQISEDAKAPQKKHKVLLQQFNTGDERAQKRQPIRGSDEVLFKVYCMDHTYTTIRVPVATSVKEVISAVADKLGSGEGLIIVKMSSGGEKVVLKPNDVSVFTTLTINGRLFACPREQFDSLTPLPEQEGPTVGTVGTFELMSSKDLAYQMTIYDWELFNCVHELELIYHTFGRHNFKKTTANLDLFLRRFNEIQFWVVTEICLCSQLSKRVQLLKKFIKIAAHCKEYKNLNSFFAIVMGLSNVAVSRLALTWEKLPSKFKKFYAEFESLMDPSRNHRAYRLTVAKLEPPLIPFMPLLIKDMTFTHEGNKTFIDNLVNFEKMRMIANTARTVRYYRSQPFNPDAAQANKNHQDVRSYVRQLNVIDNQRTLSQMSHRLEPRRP
* marks the source's active call; other numbers are inactive results; i = inactive; ? = inconclusive; nt = not tested or not shown; & = joins results of further samples; [ ] = another dose, or the depositor's remark. Calls follow the shape of the dose curve; as a rule, active = well fitted curve in the direction sought with a large enough effect; inconclusive = small, poorly fitted or top-dose-only effect, or another doubt; inactive = no such curve, though single readings can be large; an effect the other way counts as inactive or inconclusive. Potency is read from the fitted curve at half-maximal effect. An excerpt; rates above refer to the full screens.

SMILES	ATXN2 expr inh	MCF10A rerep	A549 tox	TGFb SMAD3 inh	Nrf2 ARE act	S2 tox	HepG2 tox	Nrf2 inh	EPAC2 antagonist
Cc1cccc(-c2noc(-c3cccnc3NCc3ccc(Cl)cc3)n2)c1	25%	nt	-14%	-7%	6.9%	i	5%	?	nt
O=C(NNC(=O)c1n[nH]c2ccccc12)c1ccccc1	-2%	0%	1%	1%	0.0%	i	9%	0%	-12%
O=C(COC(=O)/C=C/c1ccccc1)Nc1ccc2c(c1)OCCO2	3%	16%	1%	-3%	1.8%	i	-11%	1%	-10%
CC(NC(=O)c1ccc(Cn2cc([N+](=O)[O-])cn2)cc1)c1ccccc1 (configuration not stated)	-6%	0%	4%	3%	-0.1%	i	4%	?	1%
Cc1ccc(/C=C/C(=O)Nc2ccccc2C(N)=O)o1	51%[activator]	nt	0%	1%	?	i	-30%	?	nt
COc1cccc(/C=N/n2c(C3CCCCC3)n[nH]c2=S)c1OC	3%	14%	8%	-15%	-0.1%	i	-47%	3%	-7%
CCOc1cccc(-c2nn(-c3ccccc3)cc2/C=C(/C#N)C(=O)NCCCn2ccnc2)c1	-35%	21µM*	?	?	-3.2%	i	-113%	?	-5%
O=C(CCc1nnc(-c2ccccc2)o1)NCc1c(F)cccc1F	-9%[11.3 µM]	-1%	-6%	-2%	0.4%	i	1%	12%	-3%
COCC(C)n1c(SCc2ccc(C(=O)OC)cc2)nc2ccccc2c1=O (configuration not stated)	-19%	?	0%	29%	-0.8%	nt	6%	-19%	-10%
CONc1nc(NC(C)(C)C)nc(OCC#N)n1	3%	9%	0%	10%	-0.6%	i	16%	7%	24%
CCCCC12CN3CC(C)(CN(C1)C31C(=O)N(C)c3ccc(C)cc31)C2=O (configuration not stated)	-8%	21%	0%	-11%	0.2%	i	-14%	19%	-6%
O=C(Nc1ccc(F)cc1)Nc1csc2c1CCCC2	nt	nt	-25%	?	-0.6%	nt	-44%	?	nt
O=C(C1=C[C@@H](c2ccccc2)C[C@@H](OCc2ccc(CO)cc2)O1)N1CCOCC1	7%	-66%[inhibitor]	-1%	-3%	-1.0%	i	-3%	18%	1%
CCOC(=O)N1CCN(C(=O)COc2ccc(Br)cc2)CC1	1%	-2%	1%	-1%	-0.4%	i	-35%	-1%	0%
COc1ccc(-c2oc(NC(C)=O)c(C#N)c2-c2ccc(OC)cc2)cc1	-5%	?	-9%	-26%	2.8%	i	-2%	-18%	-17%
Cc1ccc(Cl)cc1-c1cc(C(=O)NCc2ccco2)[nH]n1	15%	nt	nt	-1%	6.1%	i	2%	nt	13%
COc1cc(NC(=O)CSc2nc3[nH]c(=O)cc(O)c3s2)cc(OC)c1OC	nt	-2%	-3%	24%	-0.8%	i	4%	8%	1%
CCCCOc1ccc(C(=O)N/C(=C/C=C/c2ccccc2)C(=O)NCCCO)cc1	-14%	?	0%	?	2.5%	i	0%	0%	?
COc1ncc(C2=CC(=O)CC(C)(C)C2)cn1	-4%	13%	1%	-5%	-0.3%	i	-4%	4%	1%
CCc1ccc(NC(=O)C2CCN(S(=O)(=O)c3c(C)noc3/C=C\c3ccc(OC)cc3)CC2)cc1	nt	nt	-3%	-16%	0.6%	nt	-17%	8%	nt
COc1cc(NC(=O)c2ccc3c(c2)C(=O)N(CCC(C)C)C3=O)c(C(=O)O)cc1OC	-5%	-3%	-12%	-8%	1.1%	i	3%	-11%	3%
CN(C)S(=O)(=O)c1cccc(NC(=O)c2cccc(S(=O)(=O)N3CCc4ccccc43)c2)c1	nt	2%	-12%	?	3.3%	?	-19%	4.6µM*	6%
Cc1cccc(NC(=O)c2ccc(CN3CC(=O)N4CCCCC4C3=O)cc2)c1C (configuration not stated)	nt	nt	5%	0%	0.6%	nt	-23%	-5%	nt
CCN(CC(=O)Nc1c(F)cccc1F)C(=O)c1ccc(N2CCCCC2)c([N+](=O)[O-])c1	-15%	6%	-12%	?	0.1%	i	-6%	16µM*	7%
CCC(=O)Nc1sc2c(c1C(=O)Nc1ccc(Br)cc1)CCCCC2	3%	nt	-12%	-8%	8.3%	i	-7%	24%	nt
Next part.
SMILES	ATXN2 expr inh	MCF10A rerep	A549 tox	TGFb SMAD3 inh	Nrf2 ARE act	S2 tox	HepG2 tox	Nrf2 inh	EPAC2 antagonist
CC(C)(O)[C@@H]1[C@@H]2C[C@@]3(CC[C@]4(C)C(CCC5[C@@]6(C)CC[C@H](O)C(C)(C)C6CC[C@]54C)[C@@H]13)C(=O)O2 (some centres not stated)	3%	?	-2%	-2%	-0.4%	i	3%	0%	15%
O=C(CCl)Nc1ccc(S(=O)(=O)NC2=NCCCCC2)cc1	?	21µM*	?	?	21%	nt	-95%	?	13%
CCN1CCN(Cc2cc(=O)oc3ccc(Cl)cc23)CC1	-10%	-4%	8%	15%	-0.2%	i	0%	-5%	-5%
NCCCC[C@@H]1NC(=O)[C@H](CCC(=O)O)NC(=O)c2cc([N+](=O)[O-])cc(I)c2OCC[C@@H](C(N)=O)NC1=O	7%	0%	-13%	-18%	-0.9%	i	2%	3%	14%
COc1ccc(NC(=O)CCCNC(=O)Cn2cnc3sc4c(c3c2=O)CCCC4)c(OC)c1	11%	1%	-1%	5%	-0.2%	i	3%	-9%	-10%
Cc1ccc(NC(=O)CCC(=O)c2cccs2)c(O)c1	nt	-4%	7%	0%	4.6%	i	-6%	8%	-5%
O=C(O)/C=C/C(=O)Nc1ccc2c(c1)NC(=O)CO2	-5%	3%	1%	0%	0.1%	i	12%	4%	1%
Cc1ccc(-c2cn(-c3ccccc3)c3[n+]2CCCS3)cc1	?	4%&20%	?	?	-0.2%&-0.9%	i	-7%&-22%	4.6µM*	6%&-6%
CCOC(=O)C1CCN(c2ncnc3c2cnn3-c2ccc(OC)cc2)CC1	-38%	11%	15%	21%	-2.6%	i	-18%	-18%	-17%
CN1CCN(C(=O)CCN2C(=O)/C(=C\c3ccc(Cl)cc3)SC2=S)CC1	21%	?	3%	-12%	8.3%	i	-19%	23%	3%
Cc1cc(/C=C(\C#N)C(N)=O)c(C)n1-c1ccc(N2CCOCC2)c([N+](=O)[O-])c1	-13%	?	?	-19%	2.4%	i	-35%	?	6%
Cn1nnnc1SCC(=O)Nc1cc(C(F)(F)F)ccc1N1CCOCC1	2%	0%	1%	-7%	-0.5%	i	-17%	0%	-11%
CCC(=O)NC1=C(NC(C)c2ccccc2)C(=O)c2ccccc2C1=O (configuration not stated)	6%	1%	-5%	-14%	-0.3%	?	-9%	-5%	-3%
COc1ccc(C(=O)NC(C(=O)OCC(=O)Nc2sccc2C(N)=O)C(C)C)cc1 (configuration not stated)	-23%	?	-1%	-9%	4.0%	i	-6%	-1%	2%
CS(=O)(=O)N(CC(=O)N1CCCC1)Cc1ccc(F)cc1	nt	2%	-2%	0%	-0.5%	i	7%	-2%	-3%
CCOC(=O)c1ccccc1C(=O)N1CCOCCOCCOCC1	1%	?	7%	13%	0.1%	i	-2%	14%	1%
Cc1ccc2c(c1)N(CC(=O)N1CCCC1)C(=O)c1cccnc1O2	3%	1%	-1%	2%	-0.5%	i	16%	8%	-1%
Cc1cc2oc(=O)cc(CN3CCOCC3)c2c(C)c1Cl	23%	1%	0%	6%	0.6%	i	-3%	3%	-19%
CC(C)(C)c1nnc(NC(=O)c2cccnc2)s1	nt	?	0%	3%	3.0%	i	-17%	7%	14%
Cc1cccc(NC(=O)N2CCc3ccccc3C2)c1C	28%	1%	7%	8%	-0.7%	i	8%	13%	17%
O=C(NC1CCCCC1)N1CCN(c2ccc(Cl)cc2)CC1	-24%	10%	0%	-10%	-1.1%	i	0%	?	5%
Cc1nn(C(C)C)c(C)c1[C@@H]1C[C@H]2CN(Cc3cccc(Cl)c3)C(=O)[C@]23CCCN13	-8%	-5%	-4%	-16%	-0.1%	i	-48%	2%	-6%
COC(=O)COc1ccc2oc(=O)cc(C)c2c1	3%	-1%	1%	27%	0.2%	i	0%	22%	11%
CCOC(=O)C1CCN(C(=O)CN2c3ccc(C(C)C)cc3-c3ccccc3S2(=O)=O)CC1	10%	nt	5%	-12%	0.0%	?	0%	15%	nt
O=C(COC(=O)C1CCC1)Nc1ncc(Cl)cc1Cl	-2%	-7%	-6%	-11%	-0.5%	i	-13%	5%	-1%

3 compounds from above, reduced to Nrf2 ARE act, EPAC2 antagonist and HepG2 tox:
molecule	Nrf2 ARE act	EPAC2 antagonist	HepG2 tox
Cc1ccc(NC(=O)CCC(=O)c2cccs2)c(O)c1	4.6%	-5%	-6%
O=C(O)/C=C/C(=O)Nc1ccc2c(c1)NC(=O)CO2	0.1%	1%	12%
Cc1cccc(NC(=O)N2CCc3ccccc3C2)c1C	-0.7%	17%	8%

Other compounds
SMILES	ATXN2 expr inh	MCF10A rerep	A549 tox	TGFb SMAD3 inh	Nrf2 ARE act	S2 tox	HepG2 tox	Nrf2 inh	EPAC2 antagonist
CC1CC=CC2C1C(=O)N(Cc1ccccc1)C2c1ccc(F)c(/C=C/c2ccccc2)c1 (configuration not stated)	nt	nt	5%	13%	nt	nt	1%	-5%	nt
Cc1c(C(=O)N2CCCCC2)sc(NC(=O)C2CC2)c1C#N	1%	-7%	-12%[1.84 µM]	-2%	-0.9%	i	-37%	2%	-5%
Cn1c(SCC(=O)N2CCOCC2)nnc1-c1cnccn1	5%	-6%	-12%	2%	-0.1%	i	2%	nt	10%
CCOc1ccc(-n2cc(C(=O)NC(C)C)c3cc(OC)c(OC)cc3c2=O)cc1	-4%	?	-8%	-4%	-0.6%	?	-6%	1%	2%
CC(C)Oc1cccc(NC(=O)C2CCN(S(=O)(=O)Cc3ccccc3)CC2)c1	-13%	nt	15%	3%	-0.2%	i	-19%	-11%	nt
O=C(/C=C/c1ccccc1[N+](=O)[O-])c1ccccc1Br	?	?	?	?	-3.7%	?	0%	16µM*	-18%
O=C1N(CN2C(=O)C3(OCCO3)c3ccccc32)c2ccccc2C12OCCO2	-20%	?	-2%	?	0.3%	i	-2%	nt	-8%

High-throughput results deposited in PubChem by National Center for Advancing Translational Sciences (NCATS).
